HCV inhibitor = inhibitors of hepatitis C virus infection. Huh7.5.1 HCVcc-Cre infection, luciferase reporter, 44 h. Potency, µM (doses to about 41.8 µM), for the others: top-dose activity change, negative = inhibition, most hits filed as inhibitors. 340,000 compounds, 3.4% hits. AID 651820; also: potency is read from the fitted curve at half-maximal effect; % is scaled to controls: 0 for no effect and ±100 for the full control effect
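Whole-lifecycle infectious HCVcc-Cre system; cells 1,000/well, compound then virus (~0.5 moi) added 4 h after plating, 44 h culture. Luciferase read 15 sec following 15 min substrate incubation, room temp.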
TbPYK inhibitor = blocks Trypanosoma brucei pyruvate kinase | Q57TT1 | TbPYK enzyme, Kinase-Glo Plus ATP luminescence, 45 min | AID 624173 | Potency, µM (top dose mostly 76.8 µM), for the others: at the top dose activity, negative = inhibition, actives largely listed as inhibitors | 410,000 compounds, 0.12% hits; also: potency is read from the fitted curve at half-maximal effect; % is scaled to controls: 0 for no effect and ±100 for the full control effect; nearly all actives have a fitted effect of over 50% in size
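Luminescent Kinase-Glo Plus end-point after 45 min room-temperature reaction of T. brucei pyruvate kinase started with 130 uM ADP (final). Buffer TEA 50 mM pH 7.2 with KCl, MgCl2, BSA, Tween-20; titration-based qHTS with fitted concentration-effect curves.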
LmPK inh = inhibitors of Leishmania mexicana pyruvate kinase. Q27686. purified LmPK, Kinase-Glo ATP luminescence, 1 h. Potency, µM (series often up to 57.5 µM), without a hit: top-dose activity change, negative = inhibition, hits mostly inhibitors. 290,000 compounds, 0.37% hits. AID 1721; also: potency is read from the fitted curve at half-maximal effect; % is scaled to controls: 0 for no effect and ±100 for the full control effect
Target sequence (Q27686 whole entry, looked up): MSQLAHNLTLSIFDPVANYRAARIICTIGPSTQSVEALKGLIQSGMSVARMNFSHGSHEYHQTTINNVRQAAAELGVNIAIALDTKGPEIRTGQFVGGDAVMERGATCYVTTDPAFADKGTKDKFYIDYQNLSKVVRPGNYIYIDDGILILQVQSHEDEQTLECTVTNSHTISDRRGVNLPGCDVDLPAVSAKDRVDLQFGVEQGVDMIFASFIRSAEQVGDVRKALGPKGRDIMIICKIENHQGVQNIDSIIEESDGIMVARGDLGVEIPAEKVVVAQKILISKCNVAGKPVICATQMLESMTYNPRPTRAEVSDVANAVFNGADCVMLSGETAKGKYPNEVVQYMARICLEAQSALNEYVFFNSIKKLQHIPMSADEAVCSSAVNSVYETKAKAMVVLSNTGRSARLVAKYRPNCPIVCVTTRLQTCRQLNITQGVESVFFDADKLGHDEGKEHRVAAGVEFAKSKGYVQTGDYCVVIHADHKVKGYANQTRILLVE
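Screened at intermediate enzyme activity to detect both inhibitors and activators: LmPK at 0.1 nM, with a 0.5 nM enzyme column as activation reference. PEP 0.5 mM, ADP 0.1 mM; ATP detected by luminescence after 1 h.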
Pf growth 48h = inhibits P. falciparum growth in the first generation, 48 h. P. falciparum luciferase growth in erythrocytes, 48 h. Potency, µM (series often up to 28.7 µM), for the others: top-dose activity change, negative = inhibition, most hits filed as inhibitors. 310,000 compounds, 5.9% hits. AID 504832; also: potency is read from the fitted curve at half-maximal effect; % is scaled to controls: 0 for no effect and ±100 for the full control effect
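A one-generation exposure of luciferase-tagged malaria parasites in RPMI 1640/Albumax erythrocyte culture, 37 C and 5% CO2. Inhibition is inferred from decreased luminescence after adding detection reagent.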
Cycloheximide cs = counter-screen for Shiga toxin inhibitors: cycloheximide protein synthesis inhibition; max response, %; 300,000 compounds, 12% hits; cell reporter, cycloheximide protein synthesis inhibition counterscreen; in the data active = max response mostly above about 13%, no sharp cut-off; inactive = mostly below about 14%; also: read at 38.3 µM for the half of the compounds with a filed dose; 0% is about no effect
Pf growth 96h = inhibits malaria parasite growth, 96 h. P. falciparum luciferase reporter growth, 96 h. Potency, µM (top dose mostly 28.7 µM), without a hit: top-dose activity change, negative = inhibition, hits mostly inhibitors. 320,000 compounds, 6.9% hits. AID 504834; also: potency is read from the fitted curve at half-maximal effect; % is scaled to controls: 0 for no effect and ±100 for the full control effect
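Luminescence readout: decreased luciferase signal marks inhibited growth of reporter-expressing P. falciparum in infected red cells (2% hematocrit, 0.05% parasitemia final), exposed to compound two generations (96 h, 37 C, 5% CO2).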
Shiga toxin inh = blocks Shiga toxin action in Vero cells; Vero cells, Shiga toxin protein synthesis inhibition reporter; inhibition, % at 38.7 µM; AID 2315; 290,000 compounds, 9.2% hits; in the data active = inhibition mostly above about 28%, no sharp cut-off; inactive = mostly below about 43%; also: 0% is about no effect
An asterisk follows results filed as active; ? = inconclusive; . = no result given; & = joins results of further samples; [ ] = another dose, or the depositor's remark. Unless noted, calls follow the shape of the dose curve; as a rule, active = well fitted curve in the direction sought with a large enough effect; inconclusive = small, poorly fitted or top-dose-only effect, or another doubt; inactive = no such curve, though single readings can be large; an effect the other way counts as inactive or inconclusive. Outcome played no part in choosing rows; about 24% have a hit in one of these screens.

SMILES,TbPYK inhibitor,LmPK inh,Pf growth 96h,Pf growth 48h,Shiga toxin inh,HCV inhibitor,Cycloheximide cs
Cc1ccccc1NC(=O)c1cccc(N2C(=O)C3CCCCC3C2=O)c1 (configuration not stated),8%,2%,-38%,?,-18,?,0
COCCNc1ccc([N+](=O)[O-])cc1C(=O)NC1CCCc2ccccc21 (configuration not stated),0%,2%,?,?,2,13µM*,-3
O=C(O)c1ccc([N+](=O)[O-])c(CS(=O)(=O)c2ccc(Cl)cc2)c1,3%,-2%,-14%,411%[activator],34,0%,13
C(=N\c1c(-c2ccccc2)nc2n1CCS2)/c1ccccc1,-11%,-13%,.,4%,2,-18%,-1
CCN(CC)S(=O)(=O)c1ccc(NS(=O)(=O)CC23CCC(CC2=O)C3(C)C)cc1 (configuration not stated),-7%,-1%,?,-5%,-10,1%,-1
CC(C)c1ccc(OCC(=O)NNC(=S)NC(=O)c2cccs2)c(Br)c1,-12%,-8%,?,-2%,-15,-11%,-2
O=S(=O)(NCC(c1cccnc1)N1CCN(Cc2ccccc2)CC1)c1ccccc1 (configuration not stated),5%,6%,?,?,-2,-6%,-3
COC(=O)/C=C/C(=O)N1CCN(c2ccccc2)CC1,-6%,-6%,?,-5%,32,3%,-1

Shown as labelled records: part of the list above.
COCCNc1ccc([N+](=O)[O-])cc1C(=O)NC1CCCc2ccccc21 (configuration not stated)
  TbPYK inhibitor: 0%; LmPK inh: 2%; Pf growth 96h: ?; Pf growth 48h: ?; Shiga toxin inh: 2; HCV inhibitor: 13µM*; Cycloheximide cs: -3
O=C(O)c1ccc([N+](=O)[O-])c(CS(=O)(=O)c2ccc(Cl)cc2)c1
  TbPYK inhibitor: 3%; LmPK inh: -2%; Pf growth 96h: -14%; Pf growth 48h: 411%[activator]; Shiga toxin inh: 34; HCV inhibitor: 0%; Cycloheximide cs: 13
C(=N\c1c(-c2ccccc2)nc2n1CCS2)/c1ccccc1
  TbPYK inhibitor: -11%; LmPK inh: -13%; Pf growth 96h: .; Pf growth 48h: 4%; Shiga toxin inh: 2; HCV inhibitor: -18%; Cycloheximide cs: -1
CCN(CC)S(=O)(=O)c1ccc(NS(=O)(=O)CC23CCC(CC2=O)C3(C)C)cc1 (configuration not stated)
  TbPYK inhibitor: -7%; LmPK inh: -1%; Pf growth 96h: ?; Pf growth 48h: -5%; Shiga toxin inh: -10; HCV inhibitor: 1%; Cycloheximide cs: -1

Next part:
SMILES,TbPYK inhibitor,LmPK inh,Pf growth 96h,Pf growth 48h,Shiga toxin inh,HCV inhibitor,Cycloheximide cs
CCN(CC)S(=O)(=O)c1ccc(N2CCN(c3ccccc3OC)CC2)c(N)c1,5%,-6%,?,?,-8,?,-6
CCC1CCCCN1CCCNC(=O)c1ccc(/C=C2/Sc3ccccc3NC2=O)cc1 (configuration not stated),5%,6%,-1%,?,15,?,-3
COc1ccc(-c2cc(C(=O)O)c(C)o2)cc1OC,.,?,.,?,-20,-20%,-7
COC(=O)c1cc2cc(OC)ccc2n1C,2%,.,?,65%[activator],.,-29%[8.37 µM],.
CCN(CC(=O)Nc1c(C(=O)OC)[nH]c2ccccc12)c1ccc2c(c1)OCO2,2%,6%,?,10µM*,8,?,4
COC(=O)CCn1c(C)cc(C(=O)COc2ccccc2C(N)=O)c1C,3%,-5%,17%,13%,-11,?,11
CCOc1ccccc1NC(=O)c1sc2nc(C)nc(N3CCOCC3)c2c1C,-6%,0%,-7%,?,-8,?,-4
CCC(CC)C(=O)Nc1cccc(C(=O)Nc2nccs2)c1,.,-2%,?,-41%,-12,-9%,3
Cc1cc(-c2ccccc2)nc(N(C)NC(=O)c2ccc(Cl)cc2)c1S(C)(=O)=O,5%,6%,?,.,-3,2%,7
O=C(Cn1c(=O)n2ncnc2c2c3c(sc21)CCCC3)c1ccccc1,-1%,-1%,.,12µM*,45,?,15
CC(=O)N1CCN(C(=S)NC(=O)C23CC4CC(CC(C4)C2)C3)CC1,-5%,-7%,-17%,0%,-6,20%,-2
CCCCC(CC)CNC(=O)c1cc2ccccc2c(=O)o1 (configuration not stated),-5%,0%,-16%,18%,9,27%,-3
CN(C)CCCN(C(=O)c1sc2ccccc2c1Cl)c1nc2c(F)cccc2s1,-8%,4%,-17%,10%,-1,-14%,9
COc1ccc(OCC(=O)N2CCN(c3cccc(Cl)c3)CC2)cc1,3%,-2%,?,.,-11,-13%,-3
O=C(O)CCCCCCCCCCCNC(=O)NC12CC3CC(CC(C3)C1)C2,5%,.,2.1µM*,30%[activator],.,10%,.
NC(=O)c1cc(-c2csc(-c3cccnc3)n2)ccc1O,-8%,-3%,1%,13%,61*,-26%,15
Cc1ccc(C)c(N2CC(C(=O)Nc3nccs3)CC2=O)c1 (configuration not stated),-3%,-5%,11%,10%,-16,17%,-2
Cc1ccc(S(=O)(=O)c2ccc(Cl)cc2)cc1S(=O)(=O)NC(C(=O)O)C(C)C (configuration not stated),-4%,-5%,5%,-7%,1,13%,-1
CCN1C(=S)N[C@@H](c2ccccc2)C(C(=O)OC)=C1C,-5%,-5%&-4%,?,?,-9&-5,-1%,-1&-2
O=C(CN1C(=O)NC2(CCCCC2)C1=O)Nc1ccc2c(c1)CCC2,-2%,3%,0%,-1%,22,?,12
O=C(Nc1ccc(Cc2ccncc2)cc1)C1CCC(N2C(=O)C3C4C=CC(C4)C3C2=O)CC1 (configuration not stated),-2%,-6%,12µM*,.,16,8.9µM*,-2
COc1ccc(COc2ccccc2C(=O)NCc2ccccc2)cc1F,-7%,1%,0%,-3%,-12,10µM*,7
Cc1cc2c(cc1C)NC(c1ccccn1)C1=C(CC(C)(C)CC1=O)N2 (configuration not stated),2%,0%,.,10µM*,52*,-13%,28*
COC(=O)c1cnn(-c2ccccc2)c1N,10%,-2%,4%,23%,33,9%,10
COc1ccccc1-c1c(C#N)c(N)nc2c1CCc1ccccc1-2,10%,3%,23%,12µM*,4,?,6
Cc1ccsc1/C=N/N=C1\C(=O)Nc2ccccc21,-4%,-2%,10%,11%,49*,32%[activator],40*
CN(C)c1ccc(NS(=O)(=O)c2cccc(Cl)c2)cc1,-18%,1%,?,34%,7,-20%,5
O=C(COC(=O)c1cccc(C(=O)OCC(=O)c2ccc(Br)cc2)n1)c1ccc(Br)cc1,1%,4%,6%,.,1,7%,0
O=C(c1sc2ccccc2c1Cl)N1CCN(c2ccccn2)CC1,-3%,-3%,202%[activator],4%,-7,3%,0
Cc1ccn2c(Nc3ccccc3C)c(-c3ccncc3)nc2c1,1%&-5%,2%,2%,?,-15,-24%,-3
COc1cc2c(cc1OC)C(c1ccccc1)NC(C)(C)C2 (configuration not stated),-5%,2%,21%,2%,-9,10%,4
CC(Oc1ccc2c3c(c(=O)oc2c1)CCC3)C(=O)NCCN1CCOCC1 (configuration not stated),-2%,5%,18%,18%,13,20%,-4
COc1ccc(NS(=O)(=O)c2cccc(C(=O)N/N=C(\C)c3cccnc3)c2)cc1,-1%,.,?,0%,.,-3%,.
CSc1nc2ccc(NC(=O)c3c(F)cccc3F)cc2s1,4%,10%,30%,22%,90*,-10%,48*
O=C(c1cccc2ccccc12)C1CCCN(C(=O)C2CCOCC2)C1 (configuration not stated),-1%,1%,-1%,-9%,26,3%,9
Cc1ccc(N=C(NOC(=O)c2ccccc2)c2nonc2N)c(C)c1,2%,1%,5.9µM*,?,-5,18%,-4
COc1ccc(Cn2c(=O)[nH]c3cc(C(=O)NCCCOC(C)C)ccc3c2=O)cc1,-4%,2%,-23%,-30%,-10,2%,14
Cc1occc1C(=O)Nc1cccc(Cl)c1Cl,-3%,0%,92%[activator],54%[activator],48,0%,24*
COc1ccc(S(=O)(=O)NC2CCCC2)cc1NC(C)=O,4%,-6%,-21%,0%,-5,5%,-1
CCOc1ccc(NC(=O)c2cc(S(=O)(=O)N3CCOCC3)cn2C)cc1,-9%,3%,106%[activator],-11%,-2,-15%,-4
O=C(c1noc2c1CCc1ccccc1-2)N1CCc2ccccc2C1,.,-7%,8%,7%,60*,-20%,28*
CC(NC(=O)c1ccc(Br)o1)c1ccccc1 (configuration not stated),28%,-2%,86%[activator],4%,-1,0%,1
O=C(NN1CCCCC1)c1ccccc1,-10%,-1%,32%[activator],-1%,-3,23%,8
Cc1nnc2ccc(-c3cccc(NS(C)(=O)=O)c3)nn12,-1%,2%,10%,-1%,16,-7%,9
CCN(CC)S(=O)(=O)c1ccc2oc(C(=O)NCC3COc4ccccc4O3)c(C)c2c1 (configuration not stated),3%,5%,?,10µM*,5,10µM*,5
O=C(NNC(=O)c1cc(-c2ccncc2)nc2ccccc12)Nc1ccc(F)cc1,7%,-7%,45%[activator],?,-8,-8%,-2
C/C(=N\NC(=O)CCCC(=O)O)c1c(-c2ccccc2)c2cc(Cl)ccc2[nH]c1=O,2%,-2%,52%[activator],24%,5,-3%,5
CCN1C(=O)N[C@@H](c2ccccc2)[C@H](C(=O)OC)[C@H]1C,3%,-4%[11.5 µM],.,.,.,24%,.
CCOC(=O)c1c(NC(=O)CSc2nnnn2-c2ccc3c(c2)OCCO3)sc(C)c1C,0%,4%,-21%,30%,5,?,12
c1ccc2c(c1)nc(N1CCOCC1)c1nncn12,-6%,-4%,?,.,-25,?,-4
Cc1ccc(C(=O)Nc2ccc(-n3ccnc3P(=O)(O)c3ccccc3)cc2)cc1,-6%,1%,2%,-2%,2,-7%,1
Cc1cc(-c2nnc(-c3cc4ccccc4oc3=O)o2)c(C)n1-c1ccccc1,-15%,-3%,?,?,36,-22%,32*
CC(C)=N/N=C(\c1cccc([N+](=O)[O-])c1)C12CN3CN(CN(C3)C1)C2,-14%,-7%,-10%,17%,0,11%,-4
CCOC(=O)Nc1ccc2c(CN3CCN(S(=O)(=O)c4ccc(C(C)C)cc4)CC3)cc(=O)oc2c1,3%,.,10µM*,?,.,?,.
CCc1nc2ccccc2[nH]1,3%,-3%,0%,.,-5,23%,-2
COc1ccc(NC(=O)C2CC(c3c(F)cccc3Cl)=NO2)cc1OC (configuration not stated),6%,-3%,256%[activator],-15%,.,-29%,21*

(listing goes on)
SMILES,TbPYK inhibitor,LmPK inh,Pf growth 96h,Pf growth 48h,Shiga toxin inh,HCV inhibitor,Cycloheximide cs
Cc1cc(C)nc(NS(=O)(=O)c2ccc(NC(=O)CCN3C(=O)c4ccccc4C3=O)cc2)n1,-1%,-2%,3%,.,-14,20%,-1
Cc1ccc(OCC(=O)NNC(=O)CCc2ccccc2)cc1,-5%,9%,42%[activator],1%,-23,23%,-3
Cc1cc([N+](=O)[O-])ccc1NC(=O)c1ccc(NC(=O)C(C)C)cc1,1%,3%,18%[5.75 µM],?,-2,?,6
COc1ccc(-n2c(=O)[nH]cc(C(=O)Nc3ccc4c(c3)OCCO4)c2=O)cc1,-1%,-5%,30%,17%,36,9%,4
CC1=C(C)C(=O)N(c2ccccn2)C1=O,-6%,-1%,13%,41%[activator],-17,13%,-2
COc1ccc(S(=O)(=O)Nc2ccc(S(=O)(=O)N3CCOCC3)cc2)cc1,0%,15%,?,.,1,-13%,-4
O=S(=O)(c1cccs1)N1CCC2(CC1)OCCO2,4%,-11%,13µM*,?,-5,7%,-4
